# Screening data: PubChem BioAssay, Sanford-Burnham Center for Chemical Genomics
# SENP1 inh: human SENP1 catalytic domain inhibitors, primary screen, biochemical, FRET, uHTS | Sentrin-specific protease 1 (Homo sapiens), Q9P0U3 | recombinant SENP1 catalytic domain, CyPet-SUMO1-YPet FRET cleavage | inhibition, % at 10 µM | 360,000 tested, 0.21% active | AID 624204, 2012;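 active = inhibition at least 30% at 10 µM, raw YFP signal under a set limit, fluorescence ratio 0.5 to 1.5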;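 note: 0% = enzyme with DMSO and 100% = no enzyme wells; some results filed as inactive read as strong as hits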
# Target sequence (Q9P0U3 419-644 limits assumed): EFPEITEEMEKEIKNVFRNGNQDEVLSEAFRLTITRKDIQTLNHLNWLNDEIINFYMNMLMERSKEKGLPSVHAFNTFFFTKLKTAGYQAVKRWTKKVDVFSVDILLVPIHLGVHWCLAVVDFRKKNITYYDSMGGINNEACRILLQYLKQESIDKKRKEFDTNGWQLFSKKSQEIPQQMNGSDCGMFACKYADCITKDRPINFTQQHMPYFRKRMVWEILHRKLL
#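 Material: hSENP1 catalytic domain, recombinant; medium: Tris pH 8 with BME, BSA, NP40 and catalase; compound: single concentration of 10 µM compound, 0.5% DMSO final; technique: FRET read of cyan and yellow fluorescence; timing: 50 min enzyme reaction, room temperature, light-protected; reagent: SFCypet-SUMO1-SFYpet substrate at 25 nM; control set: no-enzyme low, enzyme-DMSO high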
# A3A deaminase: APOBEC3A ssDNA deaminase inhibitors, primary screen, selectivity assay for APOBEC3G inhibitor project, biochemical, FAM/TAMRA oligo cleavage fluorescence. DNA dC->dU-editing enzyme APOBEC-3A (Homo sapiens), P31941. recombinant A3A, FAM/TAMRA ssDNA deamination fluorescence. inhibition, % at 20 µM. 330,000 tested, 0.41% active. AID 493011, 2011;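 active = at least 40% inhibition at 20 µM here, with at most 30% in a related deaminase screen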;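 note: plate controls were A3A with DMSO for no effect and wells lacking A3A enzyme for full effect; some results filed as inactive read as strong as hits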
# Target sequence (P31941 whole entry, looked up): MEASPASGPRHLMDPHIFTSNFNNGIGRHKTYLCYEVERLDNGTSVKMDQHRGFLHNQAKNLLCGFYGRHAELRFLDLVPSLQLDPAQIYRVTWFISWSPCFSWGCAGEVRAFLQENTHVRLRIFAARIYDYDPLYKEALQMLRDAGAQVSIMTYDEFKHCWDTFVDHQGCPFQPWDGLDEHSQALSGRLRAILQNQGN
# mIAP activ: activators of mouse IAP, primary screen, biochemical, luminescence, uHTS; activation factor at 10 µM; AID 2805, 2010; intestinal alkaline phosphatase [Mus musculus]; muIAP, CDP-Star luminescence, 30 min; stronger effect = higher value; 1 = vehicle-only enzyme signal, 0 = enzyme-free wells; 330,000 tested, 0.24% active;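 active = activation factor of at least 2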; note: the source names both 10 and 20 µM as test concentration; values of inactives mirror those of a sister screen read the other way
#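 Assay system: mouse IAP enzyme / Compound: DMSO-dissolved test compounds / Timing: 30 min, room temperature / Measured by: luminescence from enzymatic CDP-Star hydrolysis / Control set: DMSO-only wells, enzyme-free buffer wells as negative control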
# mIAP inh: inhibitors of mouse IAP, primary screen, biochemical, luminescence, uHTS | intestinal alkaline phosphatase [Mus musculus] | purified mouse IAP, CDP-Star luminescence, 30 min | inhibition, % at 10 µM | 330,000 tested, 0.2% active | AID 2806, 2010;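 active = inhibition of at least 40% at 10 µM in the primary screen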;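 note: plate controls were DMSO with enzyme for no effect and no enzyme wells for full effect; values of inactives mirror those of a sister screen read the other way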
# hIAP activ: human IAP activators, primary screen, biochemical, luminescence, uHTS. purified human IAP, CDP-Star luminescence, 30 min; stronger effect = higher value; 1 = vehicle-only enzyme, 0 = enzyme-free background. Intestinal-type alkaline phosphatase (Homo sapiens), P09923. 330,000 tested, 0.16% active. activation factor at 10 µM;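 active = activation factor of the enzyme at least 2-fold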; note: the source names both 10 and 20 µM as test concentration; values of inactives mirror those of a sister screen read the other way
# Target sequence (P09923 whole entry, looked up): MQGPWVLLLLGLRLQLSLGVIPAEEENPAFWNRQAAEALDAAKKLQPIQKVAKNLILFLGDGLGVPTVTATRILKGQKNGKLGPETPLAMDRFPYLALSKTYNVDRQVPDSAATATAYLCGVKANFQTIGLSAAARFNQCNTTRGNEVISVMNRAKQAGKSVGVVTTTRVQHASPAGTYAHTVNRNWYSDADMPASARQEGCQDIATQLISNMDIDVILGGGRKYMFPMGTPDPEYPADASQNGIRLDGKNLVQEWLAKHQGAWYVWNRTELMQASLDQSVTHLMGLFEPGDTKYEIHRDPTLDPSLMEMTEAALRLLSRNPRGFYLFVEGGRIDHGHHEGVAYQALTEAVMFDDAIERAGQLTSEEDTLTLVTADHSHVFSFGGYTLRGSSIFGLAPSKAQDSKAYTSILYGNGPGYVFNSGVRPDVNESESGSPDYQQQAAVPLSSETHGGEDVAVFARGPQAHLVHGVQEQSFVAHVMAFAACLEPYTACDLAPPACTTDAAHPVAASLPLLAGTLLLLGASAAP
# A3G deaminase: APOBEC3G DNA deaminase inhibitors, primary screen, biochemical, fluorescence, single-stranded DNA substrate, uHTS; DNA dC->dU-editing enzyme APOBEC-3G (Homo sapiens), Q9HC16; recombinant A3G, ssDNA deamination FAM/TAMRA fluorescence; inhibition, % at 20 µM; 330,000 tested, 0.28% active; AID 493012, 2011;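 active = inhibition of at least 40% at 20 µM, with no more than 30% in the related APOBEC3A deaminase screen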;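 note: plate controls were DMSO wells with A3G for no effect and wells lacking A3G enzyme for full effect; some compounds called inactive have numbers as strong as hits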
# NALP3 yeast inh: NALP3 inflammasome inhibitors in reconstituted yeast, primary screen, luminescence, uHTS; Yeast reconstituted NLRP3/ASC/caspase-1, beta-gal luminescence, 24 h; inhibition, % at 10 µM; 330,000 tested, 0.39% active;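 active = inhibition of 50% or more; inactive = inhibition below 50%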;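 note: plate controls were induced DMSO wells for no effect and uninduced yeast grown without galactose for full effect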
# MIN6 prolif: inducers of MIN6 beta-cell proliferation, primary screen, ATP luminescence, uHTS. MIN6 cells proliferation, ATPlite luminescence, 48 h; cells starved in 0.2% serum; 100% = growth in 10% serum. proliferation, % at 10 µM. 330,000 tested, 0.29% active;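 active = compounds whose signal lies at least 3.5 SD above the mean of all wells on their plate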;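 note: 0% = DMSO-treated cells in low-serum medium and 100% = 10% serum control; some compounds called inactive have numbers as strong as hits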
# hIAP block: human IAP inhibitors, primary screen, biochemical, luminescence, uHTS. Intestinal-type alkaline phosphatase (Homo sapiens), P09923. purified IAP, CDP-Star luminescence, 30 min. inhibition, % at 10 µM. 330,000 tested, 0.12% active;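 active = inhibition reaching a set limit with compound at 10 µM in the primary screen, cut at about 35% in these data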;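 note: plate controls were DMSO wells with enzyme for no effect and no-enzyme buffer wells for full effect; values of inactives mirror those of a sister screen read the other way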
# The depositor's hits bear a star; nt = no result given. These rows are one share of the data, so the mix of outcomes need not match the whole.
SMILES,SENP1 inh,A3A deaminase,mIAP activ,mIAP inh,hIAP activ,A3G deaminase,NALP3 yeast inh,MIN6 prolif,hIAP block
COc1cc(/C=N/Nc2ccc(C(=O)O)cc2)ccc1O,-1,11,0.9,10,0.98,-1,-34,1,2
CCOC(=O)N1CCN(c2nc3ccccn3c(=O)c2C=O)CC1,3,-6,1,-2,1,-10,-3,-3,-3
O=[N+]([O-])c1ccc(-c2nnc3n2CCCCC3)cc1,0,-6,1,-5,0.99,-4,-9,-4,1
O=C(NCc1ccccc1)C1=C[C@@H](C2CCCCC2)C[C@@H](OCCCCO)O1,-3,-2,0.7,30,0.94,-8,25,-7,6
O=C(CSC1=N/C(=C/c2ccco2)C(=O)N1c1ccc(OC(F)F)cc1)NC1CCS(=O)(=O)C1 (configuration not stated),-5,7,0.71,29,0.93,-4,12,0,7
N#Cc1cccc(C(c2nnnn2CCc2ccccc2)N2CCN(C3CCCCC3)CC2)c1 (configuration not stated),0,1,1,-1,0.99,4,-3,1,1
COc1ccc(N2CCN(C(=O)c3ccc(-c4nc5ccccc5s4)o3)CC2)cc1,-28,-2,0.89,11,0.96,-2,8,-2,4
COc1ccccc1C1(O)CC2CCC(C1)N2S(=O)(=O)c1ccc(C(C)=O)cc1 (configuration not stated),1,-5,1,-1,0.95,0,3,-3,5
Cc1sc2nc(C(C)C)nc(SCC(=O)N3c4ccccc4CC3C)c2c1C (configuration not stated),1,4,0.94,6,1,-3,-3,-6,-2
CCN(CC)c1ccc(/C=N/NC(=O)C(O)(c2ccccc2)c2ccccc2)o1,nt,0,0.81,19,1,-11,-9,-3,-1
C[C@H](CO)N1C[C@H](C)[C@@H](CN(C)S(=O)(=O)c2ccccc2)Oc2c(NC(=O)C3CCCCC3)cccc2C1=O,0,-2,1.1,-10,1.1,-6,16,0,-12
COc1ccc(CNC2c3ccccc3-c3ccccc32)cc1OC,0,-1,0.94,6,0.92,-8,37,2,8
O=C(CCCn1c(SCC(=O)c2ccc(Cl)cc2)nc2ccccc2c1=O)NCc1ccco1,4,-4,0.99,0,1.1,-8,7,0,-7
CC1CCc2[nH]c3ccc(C(=O)N(C)CC(=O)Nc4ccccc4C(F)(F)F)cc3c2C1 (configuration not stated),-25,-7,1.1,-12,0.83,-3,7,0,17
Cc1ccc(OCCCC(=O)N(C)CC(=O)Nc2ccccc2Br)cc1,2,7,1,0,0.97,-4,8,-3,2
CCOc1cccc(C2CC(=O)Nc3cc(OC)c(OC)cc32)c1 (configuration not stated),-1,-3,1,0,0.83,-1,5,0,17
COc1cc2c(cc1OC)CN(C(=O)c1ccc3nc[nH]c3c1)CC2,2,0,0.97,3,0.99,-5,7,1,1
CCC(c1nnnn1C1CCCC1)N(Cc1cccs1)Cc1cc2cccc(C)c2[nH]c1=O (configuration not stated),0,3,1,0,0.98,-1,16,-4,2
CCOc1cc(/C=C2/C(=O)N(c3ccccc3)N=C2C)ccc1OC(=O)c1cccs1,3,-2,0.92,8,1.2,-2,-6,-6,-20
NC(=O)c1cc(NC(=O)c2cc(Br)c(Br)s2)cc(C(N)=O)c1,-5,-2,1,-1,1.1,-8,-1,1,-7
CC(C)=CCC/C(C)=C/Cc1c(O)ccc(C(=O)/C=C/c2ccc(O)cc2)c1O,10,-1,0.9,10,0.83,-11,24,-7,17
O=C(Nc1ccc(N2CCN(Cc3ccccc3F)CC2)cc1)c1ccc([N+](=O)[O-])o1,0,3,1,0,0.86,3,27,-5,14
CCOC(=O)c1cncc(NC(=O)c2ccccc2)c1,0,-6,0.98,2,0.93,-6,20,1,7
CCCCCCSc1nc(O)c(C2OC(=O)c3c2ccc(OC)c3OC)c(=O)n1CC (configuration not stated),0,-3,0.89,11,1.1,-7,4,-2,-11
CCN1C(=O)[C@H]2[C@@H](c3ccc(-c4cccc(Cl)c4)cc3)N[C@@](CC(C)C)(C(=O)OC)[C@H]2C1=O,2,1,0.94,6,1,-3,21,-6,0
Cn1c(=O)n(CCc2ccccc2)c(=O)c2c1nc1n2CCCN1CCc1ccccc1,2,-2,0.97,3,0.9,-4,19,-3,10
CN(C)NC(=S)Nc1cccc(Cl)c1,2,-5,0.97,3,0.82,-2,8,-3,18
O=C1OCc2ccc(NC(=O)C3CC3)cc21,2,2,0.91,9,1.1,-3,-8,0,-7
Cc1cccc(CSc2ccc3nnc(-c4ccccn4)n3n2)c1,2,4,0.89,11,1,1,-8,-3,-1
Cc1cccc(C(=O)NNC2=C(C(=O)C(F)(F)F)CCC2)c1O,-7,-3,0.88,12,0.98,-3,7,-7,2
CC1CC(NC(=O)/C=C/C(=O)O)CC(C)(C)C1 (configuration not stated),1,1,0.99,1,0.94,-8,16,-1,6
O=C(c1ccccc1)c1ccc(O)cc1O,54*,3,1,-3,1.1,4,14,4,-7
Cc1cc(NCc2ccccc2)n2ncc(-c3ccccc3)c2n1,0,-3,0.94,6,1.1,-9,21,-6,-14
CN(C)S(=O)(=O)c1cc(NC(=O)COC(=O)/C=C/c2ccco2)ccc1Cl,-13,23,0.94,6,1,2,-10,-2,-2
CCOC(=O)c1ccc(CSc2nnc(-c3ccncc3)n2N)cc1,2,-4,0.96,4,0.99,-9,-11,1,1
O=C(O)c1ccc(N/C(=N\S(=O)(=O)c2ccc(Cl)cc2)c2ccccc2)cc1,3,-3,1.1,-11,1.1,-3,2,-1,-10
CCCCCC(=O)N/N=C/c1cccs1,2,3,1,-4,0.97,1,11,-1,3
O=C(CN1CCN(C(=O)c2ccco2)CC1)Nc1ccc(Br)cc1,1,1,1.1,-8,1.1,3,14,-2,-9
CCSc1nnc(NC(=O)CSc2nncc(=O)n2N)s1,3,4,0.89,11,0.87,-4,8,-1,13
O=C(CCCc1nc(-c2ccc(Cl)cc2)no1)NC1CCCCC1,2,0,0.95,5,0.92,-6,33,-4,8
COC(=O)c1ccc(/C=N/OCC(=O)NCCc2ccc(OC)c(OC)c2)cc1,1,2,0.98,2,0.97,-2,16,-1,3
CCNC(=O)Nc1cc(S(=O)(=O)Nc2ccc(OC)cc2)ccc1N1CCOCC1,4,0,1.2,-18,0.89,-6,15,-8,11
O=C(O)c1cccc(NC(=S)N/N=C/c2c[nH]c3ccccc23)c1,-7,-2,0.79,21,1,-9,25,-2,-1
COc1ccc(Cl)cc1-c1nc(SCC(=O)NC2CCS(=O)(=O)C2)n[nH]1 (configuration not stated),-1,2,1,-5,0.84,-5,10,2,16
Cc1ccc(C(=O)Cn2cnc3ccccc3c2=O)cc1,4,0,1,0,0.99,-3,52*,-1,1

# Structures listed so far shown as hits in SENP1 inh:
SMILES | SENP1 inh | A3A deaminase | mIAP activ | mIAP inh | hIAP activ | A3G deaminase | NALP3 yeast inh | hIAP block
O=C(c1ccccc1)c1ccc(O)cc1O | 54* | 3 | 1 | -3 | 1.1 | 4 | 14 | -7

# Other structures follow:
SMILES,SENP1 inh,A3A deaminase,mIAP activ,mIAP inh,hIAP activ,A3G deaminase,NALP3 yeast inh,MIN6 prolif,hIAP block
O=C(NCCC(=O)N1CCCC1)c1ccccc1Cl,3,0,0.92,8,0.87,-6,3,-2,13
COc1ccccc1Cc1nc(-c2ccc(C)cc2)no1,1,-2,1,-1,1.2,1,20,-1,-16
O=C(C#Cc1ccccc1)c1ccco1,1,-2,0.99,1,1.2,-5,-28,-4,-17
CC(=O)C1CCN(Cc2ccccc2)CC1,-16,0,1,0,0.97,-2,16,6,3
COc1ccc(NC(=O)c2ccccc2NC(=O)CSc2ccc(C)cc2)cc1,2,-2,1,-1,0.87,-9,-1,-4,13
CCOc1ccc(N(CC(=O)NC2CCCC2)C(=O)CCC(=O)Nc2nc(C)cs2)cc1,1,1,0.99,0,0.98,-6,20,-1,2
CCOC(=O)c1ccccc1NC(=O)COC(=O)C(CC(C)C)NC(N)=O (configuration not stated),1,-2,0.96,4,1.2,-5,23,0,-22
CC(C)C(OC(=O)c1cc2c(s1)CCCCC2)C(=O)NC(N)=O (configuration not stated),1,5,1.1,-7,1.1,1,8,0,-10
CCOC(=O)c1ccc(N2C(=O)CC(Nc3ccc(CCO)cc3)C2=O)cc1 (configuration not stated),0,2,1,-3,0.89,-8,7,-2,11
O=C(CN1C(=O)NC2(CCCC2)C1=O)OCc1cccc(Br)c1,-1,0,0.97,2,0.97,-12,21,-5,3
C=C(C)Cn1c(C(C)NC(=O)CCC)nc2ccccc21 (configuration not stated),1,0,1,0,0.95,-3,10,-2,5
CC(=O)Nc1cccc(-c2csc(Nc3ccc(Cl)cn3)n2)c1,1,1,0.92,8,0.88,-9,-16,-1,12
FC(F)(F)c1ccc(Cl)c(N/N=C/c2ccc(N3CCOCC3)s2)c1,-28,2,0.89,12,0.88,1,16,0,12
COc1cc(C2CC(=O)Nc3n[nH]c(-c4ccccc4)c32)cc(OC)c1OC (configuration not stated),nt,11,0.99,1,1.2,-8,-5,-1,-18
Cc1ccccc1OCC(=O)NC(=S)Nc1ccccc1N1CCN(S(C)(=O)=O)CC1,3,-3,0.98,2,1.1,-8,7,-3,-5
O=C(Oc1ccc(Oc2ccccc2)cc1)N1CCC(O)CC1,3,-5,0.93,7,0.87,-9,14,-4,13
O=C(CCS(=O)(=O)c1ccccc1)Nc1ccc(-c2nc3ccccc3s2)cc1,-4,-2,0.97,3,1.1,-8,-4,0,-10
Cc1c(OCc2ccc([N+](=O)[O-])cc2)ccc2c3c(c(=O)oc12)CCC3,-7,4,0.96,4,0.78,-3,14,0.0*,22
CCOc1ccc(/C=N/NC(=O)c2c(-c3ccccc3)noc2C)cc1,1,-1,1.1,-6,1.3,7,-9,0,-32
CCCCCNCc1ccc(Br)cc1,4,1,1,-2,1.1,1,0,-3,-5
Cc1onc(-c2c(F)cccc2Cl)c1C(=O)N=C(N)N1CC(C)OC(C)C1 (configuration not stated),0,1,1,-1,1.3,-6,16,-2,-28
Cc1ccccc1CN1C[C@@H]2C[C@@H](c3cn[nH]c3-c3ccc(F)cc3)N3CCC[C@@]23C1=O,-2,-1,0.9,10,1,-3,3,-2,-2
Cc1cc(NC(=O)c2ccc(F)cc2)n(CCOC(=O)c2ccc(F)cc2)n1,3,2,1,-2,0.98,4,2,0,2
